N370S GC = qHTS Assay for Inhibitors and Activators of N370S glucocerebrosidase as a Potential Chaperone Treatment of Gaucher Disease; Potency, µM (highest dose often 59.4 µM), without a hit: top-dose activity change, negative = inhibition, usual class: inhibitors; 0.092% of 330,000 active; N370S GC spleen homogenate, 4MU-glucoside fluorescence; Lysosomal acid glucosylceramidase (Homo sapiens), P04062;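 also: 0% = full enzyme activity and -100% = no enzyme basal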
TDP1 block = qHTS Assay for Inhibitors of Tyrosyl-DNA Phosphodiesterase (TDP1) | Tyrosyl-DNA phosphodiesterase 1 (Homo sapiens), Q9NUW8 | recombinant TDP1, AlphaScreen DNA substrate cleavage | 0.28% of 350,000 active | Potency, µM (titrated, usually from 130 µM), for inactives: at the top dose activity change, negative = inhibition, hits mostly inhibitors; also: nearly all actives have a fitted effect of over 40% in size
Target sequence (Q9NUW8 whole entry, looked up): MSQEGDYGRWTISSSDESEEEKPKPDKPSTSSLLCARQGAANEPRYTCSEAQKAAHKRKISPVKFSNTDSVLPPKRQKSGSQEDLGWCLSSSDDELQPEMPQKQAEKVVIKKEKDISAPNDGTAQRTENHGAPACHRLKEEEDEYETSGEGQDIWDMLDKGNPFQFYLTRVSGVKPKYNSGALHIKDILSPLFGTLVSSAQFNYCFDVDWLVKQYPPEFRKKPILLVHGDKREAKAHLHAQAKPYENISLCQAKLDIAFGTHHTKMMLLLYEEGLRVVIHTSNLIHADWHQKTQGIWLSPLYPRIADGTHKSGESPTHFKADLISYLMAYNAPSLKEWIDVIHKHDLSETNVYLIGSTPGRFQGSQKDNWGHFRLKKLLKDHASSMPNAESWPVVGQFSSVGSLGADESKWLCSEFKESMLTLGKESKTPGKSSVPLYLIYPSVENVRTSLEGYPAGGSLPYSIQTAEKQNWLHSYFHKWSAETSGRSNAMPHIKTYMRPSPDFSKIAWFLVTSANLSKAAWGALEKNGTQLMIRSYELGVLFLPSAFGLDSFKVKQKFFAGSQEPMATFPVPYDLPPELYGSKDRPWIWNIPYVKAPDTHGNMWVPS
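Here, a 5' biotin and 3' phosphotyrosine-FITC DNA oligonucleotide reports Tdp1 activity: intact substrate bridges AlphaScreen beads, while cleavage leaves a 3' phosphate and drops signal. All incubations at room temperature.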
FEN1 inh = qHTS Assay for the Inhibitors of Human Flap endonuclease 1 (FEN1) | P39748 | Recombinant FEN1 flap cleavage, fluorescence, 15 min | Potency, µM (titrated, usually from 114 µM), for the others: top-dose activity change, negative = inhibition, most hits filed as inhibitors | 0.35% of 390,000 active; also: nearly all actives have a fitted effect of over 65% in size
Target sequence (P39748 whole entry, looked up): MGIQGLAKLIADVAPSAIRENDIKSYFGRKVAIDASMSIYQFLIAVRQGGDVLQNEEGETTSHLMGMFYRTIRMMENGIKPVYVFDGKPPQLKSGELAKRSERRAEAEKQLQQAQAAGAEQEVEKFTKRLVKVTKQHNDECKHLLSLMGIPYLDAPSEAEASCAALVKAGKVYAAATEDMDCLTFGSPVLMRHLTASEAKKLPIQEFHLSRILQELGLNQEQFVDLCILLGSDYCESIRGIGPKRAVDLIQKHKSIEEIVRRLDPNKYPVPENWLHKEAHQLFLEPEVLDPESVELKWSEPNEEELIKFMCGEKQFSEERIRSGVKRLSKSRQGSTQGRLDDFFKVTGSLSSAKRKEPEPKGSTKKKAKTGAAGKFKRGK
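Nuclease activity of 10 nM FEN1 was measured after 15 min of room-temperature exposure to titrated compounds, by adding 50 nM flap substrate and reading plates at 0 and 15 min.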
* hit, by the source's call; ? = inconclusive; · = not tested or not shown; & = joins results of further samples; [ ] = remark or other dose. Calls follow the shape of the dose curve; as a rule, active = well fitted curve in the direction sought with a large enough effect; inconclusive = small, poorly fitted or top-dose-only effect, or another doubt; inactive = no such curve, though single readings can be large; an effect the other way counts as inactive or inconclusive. Unless noted, % is scaled to controls: 0 for no effect and ±100 for the full control effect; potency is read from the fitted curve at half-maximal effect.

SMILES	N370S GC	TDP1 block	FEN1 inh
COc1ccc(Cc2nc3ccc(C(=O)N(C)CCn4ccnc4)cc3o2)cc1OC	23%	8%	-3%
COc1ccc(CNC(=O)CCS(=O)(=O)c2ccc(Br)cc2)cc1	1%	-12%	-4%
CCCSC1=NC2(CCN(C(=O)NC3CCCCC3)CC2)N=C1c1ccc(Cl)cc1	·	-1%	-3%
Cc1ccc2c(Cl)c(C(=O)N/N=C/c3cccn3C)sc2c1	?	4%	0%
O=C(CCNS(=O)(=O)c1cccc2nsnc12)NCc1cccs1	0%	-2%	-7%
O=C1C(c2ccc(F)cc2)N(CC2COc3ccccc3O2)C(=O)CN1C1CCCCC1 (stereo not given)	9%	6%	-20%
CCOC(=O)CCN1C(=O)[C@H]2[C@H]3[C@H](O)[C@H](O)C/C(=N/NC(=O)OCc4ccc(OC)cc4)[C@@H]3CC[C@@H]2C1=O	-4%[12.8 µM]	3%[21 µM]	·
Cc1ccc(S(=O)(=O)NC(=O)c2ccc(-c3ccc(-c4ccccc4)cc3)o2)c(C)c1	9%	1%	·
Cc1cc(C)n2nc(Sc3ncccc3[N+](=O)[O-])nc2n1	21%	1%	-1%
CCOCCCNC(=O)C(NC(=O)c1ccc(NC(C)=O)cc1)c1ccc(C)cc1 (stereo not given)	2%	0%	10%
Cc1ccc2c(c1)nnn2C1CCN(CC(=O)NCc2ccccc2F)CC1	-1%	-4%	11%
CCCC1(CCC)NC(=O)N(CC(=O)c2cc(C)n(-c3ccc4c(c3)OCO4)c2C)C1=O	-9%	11%	1%
CC(=O)Oc1ccc2c3c(c(=O)oc2c1)CCCC3	?	·	19%
Cc1cccc(N2CCN(C(=O)c3cnn(-c4ccccc4)c3C3CCN(C(=O)OC(C)(C)C)CC3)CC2)c1C	·	2%	-14%
COC(=O)C(=O)Nc1nnc(COc2ccccc2)s1	11%	-10%	1%
N#C/C(=N\Nc1cccc(C(F)(F)F)c1)C(=O)c1ccsc1	16%	9%	-23%
CCOc1ccccc1/C=N/NC(=O)c1c(C)nc2ccc(Br)cn12	-8%	·	-3%
COc1cccc2sc3ccc(C#CC4(N)CCCCC4)cc3c(=O)c12	-18%	·	?
CCc1ccc(S(=O)(=O)c2nnn3c2nc(Nc2cccc(C)c2C)c2sccc23)cc1	·	0%	16%
COc1cc2c(cc1OC)C(c1ccc(Cl)cc1)CC(=O)N2 (stereo not given)	3%	7%	2%
CC(C)c1ccc(C(CC(=O)O)NC(=O)c2cccs2)cc1 (stereo not given)	4%	0%	3%
CC(SCc1ccccc1)C(=O)N/N=C/c1ccc2c(c1)OCO2 (stereo not given)	-12%	8%	0%
CCCNC(=O)c1cccc(Cn2nc(C)c(Br)c2C)c1	8%	5%	-2%
O=C(O)CCCCCn1c(SCc2cc(=O)n3cc(Cl)ccc3n2)nc2ccsc2c1=O	0%	-5%	-15%
COC(=O)c1ccc2c(c1)N(C)CCS2	4%	0%	19%
Going on with the list.
SMILES	N370S GC	TDP1 block	FEN1 inh
CSc1c(CC(=O)NCCCO)n(Cc2ccccc2)c2ccccc12	-2%	·	14%
C[C@H](CO)N1C[C@H](C)[C@@H](CN(C)S(=O)(=O)c2ccccc2)Oc2ccc(NC(=O)CCC(F)(F)F)cc2C1=O	·	0%	19%
O=C(Nc1cccc(F)c1F)C1CCN(c2ncccn2)CC1	·	0%	-4%
O=S1(=O)CCC(NC(=S)Nc2ccccc2)C1 (stereo not given)	3%	0%	-7%
CC1CCN(S(=O)(=O)c2ccc3c(c2)N(CC(=O)NCCCN2CCCCC2)C(=O)CS3)CC1	-6%	2%&0%	-2%&0%
COc1ccc(OC)c(S(=O)(=O)Nc2cc3c4c(c2)CC(=O)N4CCC3)c1	-14%	·	9%
COc1ccc(C(C)C)cc1S(=O)(=O)n1ccnc1C	-1%	2%	-6%
CCOc1cc(/C=N/n2cnnc2)c(Br)cc1O	-23%	2%	6%
CN(C)C(CNC(=O)CCC(=O)c1ccc(Br)cc1)c1ccccc1 (stereo not given)	-27%	·	-13%
CSCCC(NC(N)=O)C(=O)NCc1cccc(Cl)c1 (stereo not given)	·	1%	-12%
COc1ccc(/C=N/N(C)C2=NCCN2)c(OC)c1OC	6%	·	-17%
Cc1ccc(Nc2ncccc2C(=O)O)cc1C	5%	7%	-2%
Cc1n[nH]c(=S)n1/N=C/c1ccc(-c2ccccc2[N+](=O)[O-])o1	0%	8%	-6%
Cc1ccc(C)c(NC(=O)C2C(c3ccccc3)C2(Cl)Cl)c1 (stereo not given)	4%	3%	-5%
Cc1cc(C(=O)Nc2c(C)nn(Cc3c(Cl)cccc3Cl)c2C)no1	-7%	8%	-13%
CC(=O)Nc1ccc(S(=O)(=O)N2C3CCCC2CC(NC(=O)C2CCCCC2)C3)cc1 (stereo not given)	11%	-6%	-4%
O=C(Nc1c(C(=O)Nc2ccccc2)cnn1-c1ccccc1)c1ccco1	10%[2.35 µM]	1%	-11%
Nc1ccc(S(=O)(=O)Nc2nccc(/C=C/c3ccc([N+](=O)[O-])cc3)n2)cc1	-14%	-8%	-1%
CN1CCN(C(c2ccccc2)c2ccc(Cl)cc2)CC1 (stereo not given)	-27%	·	12%
COc1cccc(-n2c(=O)c3c4c(sc3n(Cc3ccc(C)cc3)c2=O)CCCC4)c1	·	2%	?
C(/C=C/c1ccco1)=N/N1CCN(c2ccccc2)CC1	0%	6%	13%
CCOC(=O)c1nn2c(C(F)(F)F)cc(-c3ccc(C)cc3)nc2c1Cl	·	-1%[12.3 µM]	-12%
O=C(CN1C(=O)S/C(=C/c2cccnc2)C1=O)N1CCOCC1	30%	0%	-1%
COc1ccc(C2N(C(=O)N3CCOCC3)CCN2S(=O)(=O)c2ccc(C)cc2)cc1 (stereo not given)	5%	5%	3%
Cc1nnc(NC(=O)CC(NC(=O)C(F)(F)F)c2ccccc2)s1 (stereo not given)	6%	1%	2%

Five of the entries above in order of the FEN1 inh value, falling:
SMILES | FEN1 inh
C(/C=C/c1ccco1)=N/N1CCN(c2ccccc2)CC1 | 13%
CCOc1cc(/C=N/n2cnnc2)c(Br)cc1O | 6%
COc1ccc(C2N(C(=O)N3CCOCC3)CCN2S(=O)(=O)c2ccc(C)cc2)cc1 (stereo not given) | 3%
CCOC(=O)c1nn2c(C(F)(F)F)cc(-c3ccc(C)cc3)nc2c1Cl | -12%
COc1ccc(/C=N/N(C)C2=NCCN2)c(OC)c1OC | -17%

(next part)
SMILES	N370S GC	TDP1 block	FEN1 inh
Cc1cc(=O)[nH]c(SCc2ccc(Cl)cc2Cl)n1	-5%	·	4%
CC1CCCCN1Cc1nc2ccccc2c(=O)[nH]1 (stereo not given)	3%	3%	1%
O=C(Cn1ccc([N+](=O)[O-])n1)N1CCCCC1	2%	5%	-2%
CCC1=C2CC[C@H]3C(=O)N(C)C(=O)[C@H]3[C@H]2[C@@]2(C)C(=O)N(CC3CC3)C(=O)N2C1=O	0%	2%	·
CSc1ncccc1C(=O)N1CCCC(CCC(=O)NCc2ccccc2F)C1 (stereo not given)	6%	6%	-3%
CCCCCn1c(NCc2ccco2)nc2ccccc21	3%	1%	2%
C[C@H](CO)N1C[C@H](C)[C@@H](CN(C)Cc2ccncc2)Oc2ccc(NC(=O)Cn3cnnn3)cc2C1=O	·	1%	13%
CCCCn1c(O)c(/C=C2\C=Nc3ccccc32)c(=O)[nH]c1=O	-8%	·	2%
O=C1CCCC2=C1C(c1cccs1)n1nc(SCc3ccccc3)nc1N2 (stereo not given)	?	5%	-23%
O=S(=O)(Nc1cc(O)cc2cccnc12)c1ccc(Br)s1	-5%	23%	·
Cc1cc(C)c(S(=O)(=O)c2ccccc2)c(OC(=O)c2c(Cl)cc(Cl)cc2Cl)n1	9%	1%	-19%
COc1ccccc1CC(=O)NC12CC3CC(CC(C3)C1)C2	12%	·	-4%
COc1ccc(OCCOCCN2CCN(C)CC2)cc1	3%	4%	14%
Cc1ccc(C(CC(=O)NCc2ccco2)c2ccccc2)c(O)c1 (stereo not given)	3%	6%	7%
O=C(COc1ccc(Cl)cc1)Nc1ccc(CN2CCOCC2)cc1	·	0%[56.1 µM]	-6%
CC(OC(=O)c1ccccc1N1C(=O)C2C3CCC(C3)C2C1=O)C(=O)c1ccccc1 (stereo not given)	4%	0%	-3%
O=C(C1CCC(CNc2nc(=S)[nH]c3ccccc23)CC1)N1CCN(c2ccc(F)cc2)CC1 (stereo not given)	-6%	8%	-5%
CCSc1ncc(Cl)c(C(=O)Nc2ccccc2Cl)n1	-24%	·	-8%
Cn1c(SCC(=O)NCc2ccco2)nnc1-c1ccccc1	-9%	5%	-1%&-4%
CCc1ccc(CSc2nc(-c3ccccc3OC)nc3c2Cc2c(CO)cnc(C)c2O3)cc1	·	8%	7%
CCOC(=O)c1[nH]c2ccc(F)cc2c1NC(=O)c1cc(OC)c(OC)c(OC)c1	-8%	4%	-18%
CC1=NNC(=O)C1CCC(=O)N/N=C(/C)c1ccc([N+](=O)[O-])cc1 (stereo not given)	14%	6%	1%
NS(=O)(=O)c1ccc(CCNC(=O)C2COc3ccccc3O2)cc1 (stereo not given)	2%	·	11%
O=C(O)c1ccc2c(=O)n(-c3ccc(F)c(Cl)c3)c(=S)[nH]c2c1	10%	0%	-3%
O=C(C[n+]1cc(Br)cc2ccccc21)c1ccc(F)cc1	-10%	·	-20%&8%

4 records drawn at random from those above, as already listed:
SMILES	N370S GC	TDP1 block	FEN1 inh
CCOC(=O)c1[nH]c2ccc(F)cc2c1NC(=O)c1cc(OC)c(OC)c(OC)c1	-8%	4%	-18%
CCc1ccc(CSc2nc(-c3ccccc3OC)nc3c2Cc2c(CO)cnc(C)c2O3)cc1	·	8%	7%
CCCCn1c(O)c(/C=C2\C=Nc3ccccc32)c(=O)[nH]c1=O	-8%	·	2%
Cn1c(SCC(=O)NCc2ccco2)nnc1-c1ccccc1	-9%	5%	-1%&-4%

(continued)
SMILES	N370S GC	TDP1 block	FEN1 inh
COc1ccc2ccccc2c1/C=N/NC(=O)CC1(C)OCCCO1	-21%	6%	6%
COc1ccccc1CNC(=O)c1ccc(Cl)c(NC2=NC3CS(=O)(=O)CC3S2)c1 (stereo not given)	-20%	·	-9%
Cn1c(COc2ccccc2)nnc1SCC(=O)Nc1ccc(N2CCOCC2)c(Cl)c1	2%	3%	1%
CCOC(=O)Cn1nc(C)c(NC(=O)c2cccc([N+](=O)[O-])c2)c1C	-6%	2%	-5%
C(=N\N=C\c1ccncc1)/c1ccncc1	-21%	-3%	-12%
O=C(c1ccc2c(=O)n3c(nc2c1)CCCCC3)N1CCN(C(c2ccccc2)c2ccccc2)CC1	?	8%	-4%
CCCn1c(SCC(=O)c2c(N)n(C3CC3)c(=O)[nH]c2=O)nc2cc(S(N)(=O)=O)ccc21	·	-1%	14%
O=C(CSc1nncs1)N1c2ccccc2Sc2ccccc21	12%	4%	1%
COc1ccc(C2=NN(Cc3ccccc3)C3C(=O)NC(=O)C23)cc1 (stereo not given)	-13%	-5%	3%
CC1CCC(C(=O)O)NC1c1cccc(N2CCOCC2)c1 (stereo not given)	-7%[12.8 µM]	6%[21 µM]	·
Cc1ccccc1OCCSCc1nc2ccccc2[nH]1	9%	2%	-18%
CCC(=O)N(c1nnc(SCC(=O)NN2C(=O)NC3(CCCCC3)C2=O)s1)C1CC1	·	2%	1%
COc1ccccc1/C=N/n1c(N)c(C(=O)NC2CCCCC2)c2nc3ccccc3nc21	-10%	4%	-10%
CCCCN(C)S(=O)(=O)c1ccc(C(=O)Nc2sc3c(c2C(N)=O)CC(C)(C)NC3(C)C)cc1	·	5%	-1%
COc1ccc(S(=O)(=O)N/N=C(/C)c2ccc(Cl)cc2)cc1	8%	5%	-12%
CCOc1ccccc1N(CC(=O)NC1CCCCC1)S(C)(=O)=O	2%	5%	-4%
OCCN1CCN(CCC=C2c3ccccc3Sc3ccc(Cl)cc32)CC1	5%[21.6 µM]	11%[56.1 µM]	·
COc1ccc(C(=O)NCCn2cc(SCC(=O)Nc3ccccc3)c3ccccc32)cc1OC	·	10%	-18%
C=CCn1c(SCC(=O)Nc2c(C)n(C)n(-c3ccccc3)c2=O)nc2sc(C)c(C)c2c1=O	17%	5%	2%
CC(=O)Nc1cccc(NC(C)=C(C#N)C#N)c1	-2%	0%	4%
CCSc1nnc(NC(NC(C)=O)(C(F)(F)F)C(F)(F)F)s1	4%	5%	-6%
Cc1cc(F)ccc1S(=O)(=O)NCC(c1ccc2c(c1)OCO2)N1CCOCC1 (stereo not given)	-20%	0%	-1%
CN(C)c1nc(SCC(=O)Nc2ccccc2)nc(N2CCOCC2)n1	-7%	5%	-1%
O=C(N1CCCCCC1)N1CCN(C(=O)N2CCCCC2)CC1	-6%	9%	-2%
CC1CCN(c2c(NCC3CCC(C(=O)NCCC4=CCCCC4)CC3)c(=O)c2=O)CC1 (stereo not given)	-14%	2%	-2%

Compound activity: PubChem BioAssay, National Center for Advancing Translational Sciences (NCATS)
